Screening results (PubChem BioAssay)
GPR151 activ = activators of human GPR151, primary screen, cell-based, PathHunter beta-arrestin, luminescence | G-protein coupled receptor 151 (Homo sapiens), Q8TDV0 | PathHunter beta-arrestin GPR151 cells | activation, % at 11.2 µM | hit rate 1% among 650,000 | AID 1508602, 2020; in the data active = activation above about 4.9%;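 note: 0% = median of compound wells and 100% = cells with positive control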
Target sequence (Q8TDV0 whole entry, looked up): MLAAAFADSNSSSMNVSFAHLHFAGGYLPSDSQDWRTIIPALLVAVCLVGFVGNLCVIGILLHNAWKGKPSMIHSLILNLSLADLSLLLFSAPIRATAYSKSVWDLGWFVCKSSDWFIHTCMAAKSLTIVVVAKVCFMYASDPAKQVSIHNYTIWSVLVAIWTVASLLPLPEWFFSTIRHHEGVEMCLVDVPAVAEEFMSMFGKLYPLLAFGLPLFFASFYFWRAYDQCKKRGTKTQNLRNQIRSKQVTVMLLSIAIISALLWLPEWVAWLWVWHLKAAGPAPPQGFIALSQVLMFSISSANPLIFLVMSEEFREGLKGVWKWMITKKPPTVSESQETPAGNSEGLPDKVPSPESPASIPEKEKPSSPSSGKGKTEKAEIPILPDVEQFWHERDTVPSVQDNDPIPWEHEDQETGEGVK
FBW7 act = FBW7 E3 ligase activators, primary screen, biochemical, AlphaScreen, human | F-box/WD repeat-containing protein 7 (Homo sapiens), Q969H0 | AlphaScreen FBW7–phospho-cyclin E peptide binding, activator screen | normalized activity (activation), % at 26.1 µM | hit rate 0.13% among 650,000 | AID 1259310, 2017; in the data active = normalized activity above about 1.9%;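 note: purified mutant Fbw7 with reduced substrate affinity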
MITF inh = MITF inhibitors, primary screen, biochemical, AlphaScreen, human; AlphaScreen MITF homodimerization, bead proximity signal; hit rate 0.91% among 650,000; Microphthalmia-associated transcription factor (Homo sapiens), O75030; inhibition, % at 2.6 µM; AID 1259374, 2018; in the data active = inhibition above about 50%;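 note: 0% = vehicle wells with protein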
Target sequence (O75030 whole entry, looked up): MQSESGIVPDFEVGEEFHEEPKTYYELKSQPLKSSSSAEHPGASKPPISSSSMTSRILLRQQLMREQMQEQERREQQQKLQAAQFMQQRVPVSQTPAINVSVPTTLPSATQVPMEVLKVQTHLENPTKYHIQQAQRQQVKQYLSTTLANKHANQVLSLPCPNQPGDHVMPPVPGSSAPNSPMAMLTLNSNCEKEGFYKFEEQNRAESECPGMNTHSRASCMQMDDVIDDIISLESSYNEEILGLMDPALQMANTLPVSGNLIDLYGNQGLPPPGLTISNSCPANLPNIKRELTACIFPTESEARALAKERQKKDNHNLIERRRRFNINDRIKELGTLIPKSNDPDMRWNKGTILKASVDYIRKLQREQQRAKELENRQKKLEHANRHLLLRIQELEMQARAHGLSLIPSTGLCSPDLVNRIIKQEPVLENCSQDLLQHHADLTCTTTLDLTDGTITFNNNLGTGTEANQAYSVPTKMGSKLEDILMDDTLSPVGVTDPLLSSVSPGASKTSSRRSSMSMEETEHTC
TEAD-YAP block = TEAD-YAP interaction inhibition, primary screen, TEAD-YAP interaction inhibitor project, luminescence, HEK-TIYL cells; TEAD-Gal4/YAP UAS-luciferase luminescence; inhibition, % at 9.12 µM; hit rate 1.4% among 640,000; AID 1259422, 2018; in the data active = inhibition above about 32%;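 note: 0% = median of test compound wells and 100% = reference inhibitor wells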
An asterisk follows results filed as active. Rows are unselected. Share with any hit: about 3.5%.

SMILES	GPR151 activ	FBW7 act	MITF inh	TEAD-YAP block
N=C1/C(=C/c2cccs2)C(=O)N=C2SC(c3ccccc3Cl)=NN12	1.3	0.2	-3	-1
COc1ccccc1C1N(c2ccc(Cl)c(Cl)c2)C(=O)N2CCCN12 (stereo not drawn)	-0.4	0.2	13	-15
CCOC(=O)N1CCN(C(=O)CSc2nc3nc(C)cc(C)n3n2)CC1	0.3	-0.1	6	1
Cc1cc(NC(=O)COc2ncnc3cc([N+](=O)[O-])ccc23)no1	0.9	-0.2	9	1
CCCOc1ccccc1N1C(=O)C2C3C=CC(CC3)C2C1=O (stereo not drawn)	1.5	0.0	4	4
O=C1C(=O)N(c2cccc(C(F)(F)F)c2)C(c2ccc([N+](=O)[O-])cc2)/C1=C(\O)c1ccccc1 (stereo not drawn)	0.7	0.0	1	8
COc1c(C)cccc1C(=O)NCCOc1ccc(Cl)cc1	0.4	0.1	0	-39
COc1cc(/C=C2/SC(=Nc3ccccc3)NC2=O)cc(Cl)c1O	-0.5	-0.1	-4	-4
Nc1nc(NCc2nc3ccccc3[nH]2)cc(N2CCN(Cc3ccc4c(c3)OCO4)CC2)n1	-0.8	0.1	7	0
COc1ccc(C2(C(=O)N3CCC4(CC3)NC(=O)c3ccccc3N4)CCCC2)cc1	-0.2	0.1	18	0
COc1ccc(-c2noc(C(Cl)(Cl)Cl)n2)cc1	0.0	-0.2	-1	-5
Cc1cccc(N2C(=O)N(c3ccc(F)cc3)C3CS(=O)(=O)CC32)c1 (stereo not drawn)	3.5	0.0	5	3
COc1ccc(OCC(=O)Nc2ccc(S(=O)(=O)Nc3cc(C)ccc3C)cc2)cc1	4.4	0.1	-19	-5
COc1ccc(C(=O)Nc2ccc(S(=O)(=O)N3CCCCC3)cc2)cc1	0.2	0.1	-4	15
Cc1cc(C)cc(NC(=O)c2ccc(S(=O)(=O)N3CCOCC3)cc2)c1	0.6	0.0	8	2
Cc1cc(-c2cccc(S(=O)(=O)N3CCOCC3)c2)n2c(nc3ccccc32)c1C#N	0.7	1.0	3	8
COc1ccc(-n2nc(C(=O)NCC(=O)Nc3cc(OC)c(OC)c(OC)c3)c3ccccc3c2=O)cc1OC	0.5	0.3	5	49*
CCOC(=O)c1nnn(-c2nonc2N)c1-c1ccc(OC)cc1	-0.1	0.1	-1	-9
COc1ccc(-c2nc(CS(=O)CC(=O)NCc3ccccc3Cl)c(C)o2)cc1 (stereo not drawn)	1.2	-0.1	10	12
C[C@H]1C(=O)N(C)CCN1C(=O)c1ccc(OC2CCN(CCc3ccccc3)CC2)cc1	-1.5	0.2	7	14
CC(C)/C=C1\CCCC\C1=N/NC(N)=O	0.0	-0.1	8	0
C/C(=N\NC(=O)CCC(=O)Nc1ccc(I)cc1C)c1ccccc1	0.6	0.3	12	10
Cc1ccc(C(=O)N/N=C\c2c(O)ccc3cc([N+](=O)[O-])ccc23)cn1	-0.8	-0.2	-9	6
COc1ccc(C2(CC(=O)N(C)CC(O)CO)CC(=O)N(CCC(C)C)C2=O)cc1 (stereo not drawn)	0.3	0.2	4	3
CC1Cc2ccccc2N1C(=O)C1(c2cccs2)CCOCC1 (stereo not drawn)	-1.9	0.3	-1	0

Complete entries from above:
Listed for `CC(C)/C=C1\CCCC\C1=N/NC(N)=O` : GPR151 activ: 0.0; FBW7 act: -0.1; MITF inh: 8; TEAD-YAP block: 0
Listed for `CCCOc1ccccc1N1C(=O)C2C3C=CC(CC3)C2C1=O` (stereo not drawn) : GPR151 activ: 1.5; FBW7 act: 0.0; MITF inh: 4; TEAD-YAP block: 4

The listing picks up, repeating the 4 entries before the break.
SMILES	GPR151 activ	FBW7 act	MITF inh	TEAD-YAP block
C/C(=N\NC(=O)CCC(=O)Nc1ccc(I)cc1C)c1ccccc1	0.6	0.3	12	10
Cc1ccc(C(=O)N/N=C\c2c(O)ccc3cc([N+](=O)[O-])ccc23)cn1	-0.8	-0.2	-9	6
COc1ccc(C2(CC(=O)N(C)CC(O)CO)CC(=O)N(CCC(C)C)C2=O)cc1 (stereo not drawn)	0.3	0.2	4	3
CC1Cc2ccccc2N1C(=O)C1(c2cccs2)CCOCC1 (stereo not drawn)	-1.9	0.3	-1	0
CCn1nnc(NC(=S)NC(=O)c2cc3ccccc3o2)n1	-1.1	-0.1	15	-40
O=C(O/C(=C/c1nc2ccccc2n1Cc1cccc2ccccc12)c1ccc(Cl)cc1)c1ccc(Cl)cc1	2.9	0.0	3	-10
C#CCn1c(=NC(=O)CN2C(=O)CCC2=O)sc2c3ccccc3ccc21	-0.2	0.1	-3	-2
Cc1cc(OC(=O)/C=C/c2ccccc2)c([N+](=O)[O-])c(=O)[nH]1	-0.5	0.1	3	-2
CN(C(=O)c1ccc(C(C)(C)C)cc1)c1nnc(-c2cccnc2)s1	-0.9	0.0	-4	-1
Cc1ccc(-n2c(=O)c(C#N)cc3c(=O)n4ccccc4nc32)cc1Cl	0.5	0.0	-10	1
COc1ccc(C(NC(=O)C2CCN(C(C)=O)CC2)c2ccccn2)cc1 (stereo not drawn)	-0.3	-0.4	18	-3
O=C(Nc1ncc(Cc2ccccc2Cl)s1)c1ccccc1[N+](=O)[O-]	0.9	-0.1	2	-2
Cc1sc(NC(=O)c2cc(=O)c3ccccc3o2)nc1-c1ccccc1	0.5	-0.3	-16	-8
O=C(NCCCN1CCOCC1)c1cc(-c2cccs2)nc2ccccc12	-0.2	-0.3	-5	14
O=C(CSc1nc2ccsc2c(=O)n1CCc1ccccc1)NC1CCCC1	-0.1	0.2	5	9
COc1ccc(N=CC2=C(O)CC(C)(C)CC2=O)cc1	-0.4	-0.2	-16	-46
COc1cccc(OC)c1C(=O)NNc1nc2c(C)cccc2s1	0.2	-0.2	9	10
COc1ccc(N(C)S(=O)(=O)c2cccc3cccnc23)c(OC)c1	-0.3	-0.1	-10	39*
CCCCCC(=O)N1c2ccccc2NC2=C(C(=O)CC(c3ccc(F)cc3)C2)C1c1ccc(C(=O)OC)cc1 (stereo not drawn)	0.5	-0.2	-8	-18
CCOC(=O)c1c(C)n(C)c2ccc(OC(=O)c3cccc(OC)c3)cc12	-0.2	0.1	-19	-10
COc1cc(OC)c(NC(=O)c2sc3ncn(CC(=O)N4CCC(C)CC4)c(=O)c3c2C)cc1Cl	0.6	0.0	-3	8
Clc1cccc(OCCOc2cccc3ccccc23)c1	-0.3	0.2	5	4
CCOc1ccc(C(=O)NC(=S)Nc2cc(C(=O)O)ccc2OC)cc1[N+](=O)[O-]	2.0	0.1	5	12
CCOc1cc(C2C3=C(CC(C)(C)CC3=O)OC3=C2C(=O)CC(C)(C)C3)ccc1OCc1ccccc1F	-0.2	0.6	13	-4
NC(=O)c1ccc(-c2nccc(Nc3ccccc3)n2)cc1	-0.5	-0.2	-10	-7
CCOC(=O)c1nnn(CC(=O)Nc2ccc(F)cc2)c1C(=O)OCC	0.8	-0.1	1	-2
Cc1cc(NC(=O)CSc2nc3ccsc3c(=O)n2-c2ccc(Br)cc2)no1	-1.2	0.1	12	8
O=C(CCCC1=NS(=O)(=O)c2ccccc2N1)NCCc1ccc(Cl)cc1	0.1	-0.2	-7	2
CCC(C)NC(=O)c1nn2c(c1Cl)NC(c1ccc(C)cc1)CC2C(F)(F)F (stereo not drawn)	1.0	0.0	-12	0

Two records picked at random from the list so far:
SMILES	GPR151 activ	FBW7 act	MITF inh	TEAD-YAP block
COc1cccc(OC)c1C(=O)NNc1nc2c(C)cccc2s1	0.2	-0.2	9	10
CCn1nnc(NC(=S)NC(=O)c2cc3ccccc3o2)n1	-1.1	-0.1	15	-40

Additional compounds
SMILES	GPR151 activ	FBW7 act	MITF inh	TEAD-YAP block
COc1ccc(N2CCN(C(=O)c3cc4c(=O)n(C)c5ccccc5c4s3)CC2)cc1	0.1	0.2	12	6
CC1(C)CC(=O)CC(c2ccccc2)(c2ccccc2)N1	-0.2	0.6	-8	0
CC(=O)N1CCN(c2c3c(nc4cc(-c5cccs5)nn24)CCC3)CC1	1.4	0.3	7	10
CCOc1ccc(/C=N/NC(=O)c2cccs2)cc1	-4.8	0.1	3	-40
O=C(COc1ccc(F)cc1)N1CCN(C(=O)COc2ccc(F)cc2)CC1	0.8	0.1	7	-3
CN(Cc1ccno1)Cc1ccccc1OCC(O)CN1CCc2ccccc2C1 (stereo not drawn)	1.8	-0.1	-3	6
O=C(CN(c1cccc([N+](=O)[O-])c1)S(=O)(=O)c1ccccc1)N1CCCCCC1	2.9	-0.2	4	-13
CCCCSc1nnc(NC(=O)CSc2nncn2C)s1	-0.2	0.4	14	-13
O=C(NC(=S)Nc1ccc(S(=O)(=O)N2CCOCC2)cc1)C1CCCCC1	0.3	-0.1	11	3
Cc1[nH]nc2c1C(c1ccc(-c3ccccc3Cl)o1)C(C#N)=C(N)O2 (stereo not drawn)	-0.7	0.0	4	6
CCOC(=O)C1=CN(Cc2ccc(OC)cc2)C=C(C(=O)OCC)C1c1ccc(OCC)c(OC)c1	-0.6	0.6	-2	0
CN1CCN(S(=O)(=O)c2ccc3[nH]cc(C(=O)O)c(=O)c3c2)CC1	0.2	0.1	6	1
COc1cccn2c(C(=O)Nc3ccccc3SC)c(C(F)(F)F)nc12	0.1	-0.4	14	-10
CCOC(=O)c1sc2nc(SC)n(Cc3ccccc3)c(=O)c2c1C	-0.8	0.2	3	-1
O=C(O)CNc1nc2ccccc2s1	-1.7	1.0	32	11
CC1=CC2=NC(=O)/C(=C\c3ccc(Cl)cc3)C(=N)N2O1	0.5	-0.1	1	3
CCOC(=O)c1c(NC(=O)c2ccccc2Cl)sc2c1CCCC2	0.2	0.0	-4	7
CN1CCN(C(CNC(=O)C(=O)Nc2ccccc2F)c2ccc3c(c2)OCO3)CC1 (stereo not drawn)	-1.4	-0.2	12	-3
COc1ccc(Cl)cc1C(=O)N1CCCC1C(=O)OCc1ccccc1 (stereo not drawn)	-0.7	-0.1	11	-2
COc1cc2[nH]c(=O)n(/N=C/c3ccc(OCC(=O)O)c(OC)c3)c(=O)c2cc1OC	0.0	0.0	-3	2
O=C(c1ccccc1Sc1ccccc1[N+](=O)[O-])N1CCCC1	0.2	-0.2	-7	-12
COc1cccc(OCC(=O)Nc2ccccc2NC(C)=O)c1	1.6	0.7	15	-3
CN(C)c1ccc(C2Nc3ccccc3NC3=C2C(=O)CC(C)(C)C3)cc1 (stereo not drawn)	-1.7	-0.1	11	-21
O=C(Nc1cccc(-c2cn3ccccc3n2)c1)c1cc2ccccc2oc1=O	-3.2	0.0	-3	-51
CCOc1ccc(-n2c(C)nc3cc(C(=O)NCc4cccnc4)ccc32)cc1	-1.3	0.1	5	4
SMILES	GPR151 activ	FBW7 act	MITF inh	TEAD-YAP block
COc1ccc(-c2ccc3nnc(SCc4cccnc4)n3n2)cc1	0.1	-0.2	-8	5
O=C(CC1Sc2ccc(C(F)(F)F)cc2NC1=O)Nc1cccc([N+](=O)[O-])c1 (stereo not drawn)	0.9	0.3	1	5
O=C(Nc1c2c(nn1-c1ccc(F)cc1)CSC2)c1ccc([N+](=O)[O-])cc1	-1.2	0.6	11	-10
CN1CCc2c(sc3c2C(=O)NC(c2cc(O)ccc2[N+](=O)[O-])N3)C1 (stereo not drawn)	-1.0	-0.3	13	-4
CCc1nc2ccccc2c2nn(CC(=O)NC(C)(C)C)c(=O)n12	0.2	-0.1	-2	5
CCN(CC)c1nc(C)nc2sc(C(=O)Nc3ccc(OC)c(Cl)c3)c(C)c12	-1.1	0.0	-12	-3
N#C/C(=C\c1cccnc1)C(=O)Nc1sc2c(c1C(N)=O)CCCC2	-1.0	1.0	-7	5
COc1ccc(SCC(=O)Nc2ccc(-c3nc4ccccc4o3)cc2)cc1	-2.2	0.1	4	-40
CCOC(=O)N1CCN(S(=O)(=O)c2ccc(F)cc2)CC1	0.8	-0.2	-7	8
COc1ccc(C2=C(C)C(=O)OC(c3ccccc3)O2)cc1 (stereo not drawn)	-0.9	-0.1	7	6
CCCc1[nH]n(-c2ccc([N+](=O)[O-])cc2)c(=O)c1C=NCCN1CCN(C(C)=O)CC1	-8.0	0.2	5	-11
O=C(Nc1ccc2[nH]ncc2c1)C1CN(Cc2ccccc2)CC1c1ccc(C(F)(F)F)cc1 (stereo not drawn)	-1.8	-0.2	-5	3
O=C(C1c2ccccc2C(=O)N2CCc3ccccc3C12)N1CCCC1 (stereo not drawn)	1.4	-0.1	12	-10
C=CCOc1ccc(/C=C2\SC(=S)N(CCCC(=O)O)C2=O)cc1	3.0	-0.2	-3	80*
O=C(CCCCCn1c(SCc2ccc(F)cc2)nc2ccsc2c1=O)NCCc1ccccc1	0.7	0.0	-11	1
CCOC(=O)c1ccc(NC(=O)[C@@H](c2ccccc2)N2Cc3ccccc3C2=O)cc1	1.4	-0.3	-2	-18
COCCCNc1ncc(C(=O)OC)c2ccccc12	-0.7	0.1	6	9
OC(COc1ccc(Cl)cc1)Cn1cnc2ccccc21 (stereo not drawn)	-0.5	-0.2	-5	-38
